Assay outcomes as filed in PubChem.
TNAP activation fold = human TNAP enzyme activators, primary screen, biochemical, luminescent, no phosphate acceptor, uHTS (AID 1001). one-dose activation fold at 20 µM; EC50 in µM for titrated hits. 200,000 tested, 0.03% active. purified TNAP, luminescent activation assay, no phosphate acceptor; higher activation fold means a stronger effect; in the data active = activation fold from about 3, or a potency from the dose series; inactive = the rest, 99 in 100 with activation fold below about 1.6; note: many of its hits are not listed in these tables
M1AAP inhibition = malaria alanyl aminopeptidase activity blockers – biochemical, fluorogenic H-Leu-NHMec substrate, 1536-well (AID 1445); recombinant M1AAP, H-Leu-NHMec fluorogenic kinetic assay; higher % means a stronger effect; inhibition, % at 30 µM, or IC50 in µM where a hit was titrated; 220,000 tested, 0.42% active;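 active = primary inhibition above the hit cutoff, then over 50% inhibition at one or more dose response concentrations, cut at about 23% in these data, passing the limit was not always enough; inconclusive = conflicting primary data, or primary hits not chosen for dose response; inactive = low primary inhibition, or under 50% at every dose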;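 note: plate controls were DMSO full reaction for no effect and no enzyme background for full effect; strong numbers were not always called active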
UTI89 phage lysis = inhibition of K1F phage lysis, E. coli UTI89, bacterial capsule biogenesis inhibitors, alamar blue (AID 488966); E. coli UTI89 K1F phage lysis, alamar blue, 2 h; higher % means a stronger effect; inhibition, % at 100 µM; hits with a dose series show IC50 in µM; 340,000 tested, 0.02% active;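 active = phage lysis inhibition, versus mean bacterial control, above a set limit; inconclusive = no clear call, values can overlap the other calls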;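 note: capsule biogenesis inhibitors block K1F phage lysis so surviving cells raise fluorescence; higher fluorescence means more inhibition of phage lysis; actives were called in the ten point dose series up to 300 µM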
WT yeast gro inh = growth inhibition of WT yeast, mitochondrial fusion screen | mitochondrial fusion phenotypic screen, WT strain | inhibition, % at 10 µM | 190,000 tested, 2.1% active; in the data active = inhibition above about 58%; tested in S. cerevisiae
Lipid droplet = modulators of hepatic lipid droplet formation. AML12 mouse hepatocytes, oleate lipid droplets, BODIPY imaging. inhibition, % at 6.5 µM. 240,000 tested, 0.4% active. AID 1656;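 active = lipid droplet intensity inhibited by at least 50%, with more than 500 cells counted; inconclusive = wells with under 300 cells, treated as cytotoxic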
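Material: mouse AML12 hepatocyte cell line, fixed after treatment; Timing: compound with oleate, overnight; Technique: high-content imaging of BODIPY-stained droplets and DAPI nuclei; Probe or stimulus: oleate, 100 µM final; Dosing: compound at 6.5 µM only.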
ER stress rescue = rescue of cells from ER stress-induced death, primary screen, 384-well, CSM14.1, thapsigargin, ATP luminescence (AID 1222). cellular ATP content (survival), % at 20 µM; hits with a dose series show EC50 in µM. 190,000 tested, under 10 active. CSM14.1 thapsigargin-induced death rescue, ATP luminescence; higher % means a stronger effect;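 active = EC50 below 50 µM in the dose-response confirmation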;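 note: death triggered by thapsigargin at about 15 µM added after 2 h compound pretreatment; cell ATP read after overnight thapsigargin exposure of roughly 18 to 22 hours; normalized against plate controls of thapsigargin alone and 5% DMSO vehicle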
Myeloid diff 2 = myeloid differentiation induction; ER-HoxA9 myeloid progenitors, lysozyme-GFP differentiation, flow cytometry; calls only at 10 µM; 360,000 tested, 1% active; AID 624256;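 active = normalized GFP-positive differentiation at or above the plate's own cutoff, the solvent-only control mean plus 3 SD; inconclusive = no clear call, values can overlap the other calls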;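 note: cells exposed to compound for four days before flow analysis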
PMI inhibition = MPI inhibition at elevated mannose 6-phosphate – biochemical, fluorescence intensity, high mannose 6-phosphate, primary screen (AID 1220); recombinant PMI enzyme, coupled fluorescence intensity; higher % means a stronger effect; one-dose inhibition, % at 20 µM; IC50 in µM for titrated hits; 190,000 tested, 0.66% active
PMI inhibitors = inhibitors of human PMI, primary screen, biochemical, fluorescence intensity, coupled assay (AID 1209) | inhibition, % at 20 µM; hits with a dose series show IC50 in µM | 190,000 tested, 0.42% active | purified PMI enzyme, coupled fluorescence intensity; higher % means a stronger effect;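 note: plate controls were DMSO vehicle for no effect and wells lacking substrate for full effect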
WT yeast gro inh mutant strain = further read-out of WT yeast gro inh, marked with its call; inhibition, %; mitochondrial fusion phenotypic screen, mutant strain inhibition
Lipid droplet cells 6.5 µM = recorded beside Lipid droplet, whose call it bears; cell count; measured here: cell count, cytotoxicity flag;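 cells counted across two imaged fields per well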
Myeloid diff 2 GFP+ MAC1+ % = second read-out of Myeloid diff 2, no call of its own (marks repeat the call); GFP+ MAC1+ double positive, %; measured here: differentiation confirmed by MAC1 staining
An asterisk follows results filed as active; & = joins results of further samples; [ ] = dose if it differs, or a comment. Cut-off read from the data, not from the text of the source, unless noted: active = inhibition above about 50%; inactive = the rest.

Screening Cc1cc(C)c2c(c1)OC(O)(C(F)F)CC2=O (stereo unspecified) returned TNAP activation fold 1.2, M1AAP inhibition 3%, UTI89 phage lysis 0.2%[50 µM], WT yeast gro inh 3, ER stress rescue -0.7%, Myeloid diff 2 inactive, PMI inhibition -10%, PMI inhibitors 1%, WT yeast gro inh mutant strain 6 and Myeloid diff 2 GFP+ MAC1+ % 1.6.
CN=C1SC(CC(=O)NCCc2ccc(OC)c(OC)c2)C(=O)N1C (stereo unspecified) was read as TNAP activation fold 1.1, M1AAP inhibition -3%, UTI89 phage lysis -3.8%&1.6%, WT yeast gro inh 3, ER stress rescue -1.8%, Myeloid diff 2 inactive, PMI inhibition -4%, PMI inhibitors -5%, WT yeast gro inh mutant strain -5 and Myeloid diff 2 GFP+ MAC1+ % 0.6&0.8.
Screening CC(C)(C)c1ccc(C(=O)C=[N+]=[N-])cc1 returned TNAP activation fold 1.1, M1AAP inhibition 2%, UTI89 phage lysis -0.3%, WT yeast gro inh 14, Lipid droplet 15, ER stress rescue -3.7%, Myeloid diff 2 inactive, PMI inhibition -7%, PMI inhibitors -1%, WT yeast gro inh mutant strain 16, Lipid droplet cells 6.5 µM 789 and Myeloid diff 2 GFP+ MAC1+ % 0.9.
Screening S=C(NCCc1ccccc1)N1CCN(C23CC4CC(CC(C4)C2)C3)CC1 returned TNAP activation fold 1, M1AAP inhibition -1%, UTI89 phage lysis 0.2%, WT yeast gro inh 19, Lipid droplet 5, ER stress rescue 0.4%, Myeloid diff 2 inactive, PMI inhibition 8%, PMI inhibitors 4%, WT yeast gro inh mutant strain 35, Lipid droplet cells 6.5 µM 694 and Myeloid diff 2 GFP+ MAC1+ % 0.4.
`COCc1cc(C)n(CC(=O)Nc2cc(C)cc(C)c2)c(=O)c1C#N` gave TNAP activation fold 1, M1AAP inhibition 6%, UTI89 phage lysis 0.1%, WT yeast gro inh -9, Lipid droplet -4, ER stress rescue 0.1%, Myeloid diff 2 inactive, PMI inhibition 0%, PMI inhibitors 2%, WT yeast gro inh mutant strain -13, Lipid droplet cells 6.5 µM 681 and Myeloid diff 2 GFP+ MAC1+ % 0.4.
`CCOC(=O)Cc1cc(-c2ccc(F)cc2)nc2ccc3ccccc3c12` gave TNAP activation fold 1, M1AAP inhibition -1%, UTI89 phage lysis -0.6%, WT yeast gro inh -13, Lipid droplet -7, ER stress rescue -1.0%, Myeloid diff 2 inactive, PMI inhibition 2%, PMI inhibitors 14%, WT yeast gro inh mutant strain 7, Lipid droplet cells 6.5 µM 639 and Myeloid diff 2 GFP+ MAC1+ % 0.5.
For N#Cc1ccc(/C=N/NC(=S)Nc2ccc(S(=O)(=O)N3CCOCC3)cc2)cc1 the results were M1AAP inhibition 5%, UTI89 phage lysis 0.1%, Lipid droplet 0, Myeloid diff 2 inactive, Lipid droplet cells 6.5 µM 680 and Myeloid diff 2 GFP+ MAC1+ % 0.2.
COc1ccc2[nH]c(=O)c(CN(Cc3ccco3)C(c3nnnn3Cc3ccccc3)C(C)C)cc2c1 (stereo unspecified) was read as TNAP activation fold 1.1, M1AAP inhibition 14%, UTI89 phage lysis -0.6%, WT yeast gro inh 21, Lipid droplet 6, ER stress rescue 1.4%, Myeloid diff 2 inactive, PMI inhibition 3%, PMI inhibitors 5%, WT yeast gro inh mutant strain -1, Lipid droplet cells 6.5 µM 760 and Myeloid diff 2 GFP+ MAC1+ % 1.5.
Screening CCCn1nnnc1SCC(=O)c1ccc2c(c1)OCCO2 returned TNAP activation fold 1.1, M1AAP inhibition 1%, UTI89 phage lysis -5.8%, WT yeast gro inh 10, Lipid droplet -8, Myeloid diff 2 inactive, PMI inhibition 4%, PMI inhibitors 2%, WT yeast gro inh mutant strain 23, Lipid droplet cells 6.5 µM 652 and Myeloid diff 2 GFP+ MAC1+ % 0.8.
Screening COc1ccc2c(c1)CCc1c(C(=O)Nc3ccc(OC)c(OC)c3)noc1-2 returned TNAP activation fold 1.1, M1AAP inhibition 2%, UTI89 phage lysis 3.2%, WT yeast gro inh 9, ER stress rescue -0.5%, Myeloid diff 2 inactive, PMI inhibition 24%, PMI inhibitors 13%, WT yeast gro inh mutant strain 11 and Myeloid diff 2 GFP+ MAC1+ % 1.3.
COc1ccc(NC(C)=O)cc1S(=O)(=O)N1CCc2ccccc21 was read as TNAP activation fold 1.1, M1AAP inhibition 1%, UTI89 phage lysis 0.1%, WT yeast gro inh -16, Lipid droplet -23, ER stress rescue -1.0%, Myeloid diff 2 inactive, PMI inhibition 3%, PMI inhibitors 0%, WT yeast gro inh mutant strain 3, Lipid droplet cells 6.5 µM 696 and Myeloid diff 2 GFP+ MAC1+ % 0.1.
Screening CCOc1cc(C2C(C(C)=O)=C(O)C(=O)N2CCc2c[nH]c3ccccc23)ccc1O (stereo unspecified) returned TNAP activation fold 1.1, M1AAP inhibition 14%, UTI89 phage lysis 0.3%, WT yeast gro inh 1, Lipid droplet 1, ER stress rescue 2.6%, Myeloid diff 2 inactive, PMI inhibition 3%, PMI inhibitors -3%, WT yeast gro inh mutant strain -9, Lipid droplet cells 6.5 µM 711 and Myeloid diff 2 GFP+ MAC1+ % 0.2.
Screening COc1cc(C(=O)OCC(=O)N2CCCC2)cc(OC)c1OC returned TNAP activation fold 1, M1AAP inhibition -8%, UTI89 phage lysis 2.1%, WT yeast gro inh 10, Lipid droplet 2, ER stress rescue -0.1%, Myeloid diff 2 inactive, PMI inhibition -8%, PMI inhibitors -2%, WT yeast gro inh mutant strain 10, Lipid droplet cells 6.5 µM 772 and Myeloid diff 2 GFP+ MAC1+ % 0.6.
For N#Cc1c(-c2ccccc2)nc(SCC(=O)Nc2ccccc2)[nH]c1=O the results were TNAP activation fold 1, M1AAP inhibition inconclusive, UTI89 phage lysis -3.1%, WT yeast gro inh 1, Lipid droplet -17, ER stress rescue 2.8%, Myeloid diff 2 inactive, PMI inhibition 2%, PMI inhibitors 1%, WT yeast gro inh mutant strain 1, Lipid droplet cells 6.5 µM 646 and Myeloid diff 2 GFP+ MAC1+ % 0.7.
Cc1ccc(NC(=O)C2CCCN(C(=O)c3ccc(Cl)cc3)C2)c(C)c1 (stereo unspecified) was read as TNAP activation fold 1.1, M1AAP inhibition 2%, UTI89 phage lysis 0.1%, WT yeast gro inh 5, Lipid droplet -8, ER stress rescue -2.9%, Myeloid diff 2 inactive, PMI inhibition 9%, PMI inhibitors 11%, WT yeast gro inh mutant strain 10, Lipid droplet cells 6.5 µM 719 and Myeloid diff 2 GFP+ MAC1+ % 1.5.
`COc1ccc(OCc2nnc(SCC(=O)c3c(N)n(C)c(=O)n(C)c3=O)n2-c2ccccc2F)cc1` gave TNAP activation fold 1, M1AAP inhibition 0%, WT yeast gro inh -17, Lipid droplet -4, ER stress rescue 1.2%, PMI inhibition 10%, PMI inhibitors -11%, WT yeast gro inh mutant strain 10 and Lipid droplet cells 6.5 µM 655.
For O=C(O)c1cc(NC(=S)NC(=O)C(c2ccccc2)c2ccccc2)ccc1Cl the results were TNAP activation fold 1, M1AAP inhibition 5%, UTI89 phage lysis -0.4%, WT yeast gro inh -7, Lipid droplet 8, ER stress rescue -0.2%, Myeloid diff 2 inactive, PMI inhibition 8%, PMI inhibitors 6%, WT yeast gro inh mutant strain 21, Lipid droplet cells 6.5 µM 569 and Myeloid diff 2 GFP+ MAC1+ % 0.1.
`CCc1ccc(N2C(=O)C(Cl)=C(N3CCOCC3)C2=O)cc1` gave TNAP activation fold 1.1, M1AAP inhibition 6%, UTI89 phage lysis 5.2%, WT yeast gro inh -4, Lipid droplet -3, ER stress rescue 3.6%, Myeloid diff 2 inactive, PMI inhibition -12%, PMI inhibitors -16%, WT yeast gro inh mutant strain 7, Lipid droplet cells 6.5 µM 588 and Myeloid diff 2 GFP+ MAC1+ % 1.1.
For Cc1cc(C)cc(OCC(=O)NNC(=O)c2cc3ccccc3o2)c1 the results were TNAP activation fold 2.5, M1AAP inhibition -7%, UTI89 phage lysis 1.8%, WT yeast gro inh 4, Lipid droplet -2, ER stress rescue -2.7%, Myeloid diff 2 inactive, PMI inhibition 6%, PMI inhibitors 15%, WT yeast gro inh mutant strain -26, Lipid droplet cells 6.5 µM 712 and Myeloid diff 2 GFP+ MAC1+ % 0.0.
CC(=O)Nc1ccc(S(=O)(=O)NCC2CCC(C(=O)NCCCN3CCCC3=O)CC2)cc1 (stereo unspecified) was read as TNAP activation fold 1.1, M1AAP inhibition 1%, UTI89 phage lysis 1.4%, WT yeast gro inh 6, Lipid droplet 0, Myeloid diff 2 inactive, PMI inhibition -2%, PMI inhibitors 7%, WT yeast gro inh mutant strain 7, Lipid droplet cells 6.5 µM 716 and Myeloid diff 2 GFP+ MAC1+ % 1.0.
COc1ccc2nc(NC(=O)CSc3nc(C)cc(=O)[nH]3)sc2c1 was read as TNAP activation fold 1, M1AAP inhibition 13%, UTI89 phage lysis 0.3%, WT yeast gro inh -13, Lipid droplet 13, ER stress rescue -0.1%, Myeloid diff 2 inactive, PMI inhibition -47%, PMI inhibitors -2%, WT yeast gro inh mutant strain -4, Lipid droplet cells 6.5 µM 779 and Myeloid diff 2 GFP+ MAC1+ % 1.5.
`Cc1ccc(S(=O)(=O)N2CCCCC2)cc1NC(=O)COC(=O)Cc1cccc2ccccc12` gave TNAP activation fold 1.3, M1AAP inhibition 4%, UTI89 phage lysis 0.2%[50 µM], WT yeast gro inh 17, Lipid droplet -12, ER stress rescue -1.6%, Myeloid diff 2 inactive, PMI inhibition 13%, PMI inhibitors 8%, WT yeast gro inh mutant strain -2, Lipid droplet cells 6.5 µM 626 and Myeloid diff 2 GFP+ MAC1+ % 0.4.
